Screening data (PubChem)
RSV antiviral HEp-2: inhibition of RSV-induced cytopathic effect – HEp-2 cells, primary 10 µM value included (AID 2391). actives 0.13% (n = 310,000). CPE inhibition, % at 10 µM; hits with a dose series show IC50 in µM. HEp-2 cells, RSV-induced CPE inhibition; higher % means a stronger effect; in the data active means a potency from the dose series; inconclusive means CPE inhibition mostly from about 23% at the one dose, without a potency; inactive means the rest, 99 in 100 with CPE inhibition below about 21%; further: strong numbers were not always called active
T cell modulator: T cell immune modulators affecting CD8 T cell-vesicle binding; 2C CD8+ T cell-vesicle binding, flow cytometry; active compounds read low; calls only at 7 µM; actives 0.068% (n = 330,000); AID 2052;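 active means response, share of CD8 T cells binding vesicles, and their 90th percentile fluorescence all below set limits, cut at about 80% in these data, passing the limit was not always enough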
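System: murine 2C transgenic CD8+ T lymphocytes; also added: QL9-loaded Drosophila micro-vesicles; times: binding 1.5 h at 37 °C; measured by: flow cytometry, PE anti-B7-1 (FL2) versus Alexa647 anti-CD8 (FL8), PFA-fixed; control set: Peptide-free naked vesicles (low) and QL9 vesicles with 0.7% DMSO vehicle (high)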
Myeloid diff MLP: compounds promoting myeloid differentiation; actives 1% (n = 360,000); calls only at 10 µM; ER-HoxA9 myeloid progenitors, lysozyme-GFP differentiation, flow cytometry;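 active means normalized GFP-positive differentiation at or above the plate's own cutoff, the solvent-only control mean plus 3 SD; inconclusive means no clear call, values can overlap the other calls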;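 further: cells exposed to compound for four days before flow analysis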
SV40 large T antigen: SV40 large T antigen inhibitors, biochemical (AID 1903) | actives 0.39% (n = 310,000) | one-dose inhibition, % at 20 µM; IC50 in µM for titrated hits | SV40 large T antigen ATPase/helicase inhibition assay; higher % means a stronger effect; in the data active means a potency from the dose series; inconclusive means inhibition mostly from about 32% at the one dose, without a potency; inactive means the rest, 99 in 100 with inhibition below about 32%; further: strong numbers were not always called active
MgcRacGAP inhibition: MgcRacGAP GTPase-activating activity inhibitors, confirmation, biochemical, ADP Hunter fluorescence. inhibition, % at 30 µM, or IC50 in µM where a hit was titrated. MgcRacGAP-stimulated Rac1 GTP hydrolysis, ADP Hunter fluorescence; higher % means a stronger effect; GST-tagged Rac1 F28L mutant substrate. actives 0.6% (n = 340,000). AID 624330;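 active means first-screen hits whose inhibition reached a set limit at any dose in the follow-up dose series; inconclusive means inhibition above the set first-screen limit but never retested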;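 further: fluorescence reports GDP produced by GAP-driven GTP hydrolysis; strong numbers were not always called active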
b-catenin transl: alters nuclear translocation of beta-catenin in HeLa cells; nuclear translocation activity, % at 5 µM; actives 0.3% (n = 190,000); immunofluorescence imaging;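 active means nuclear translocation activity above 50% at 5 µM, with a well cell count of 50 or more; inconclusive means wells under 50 cells across six images, flagged as toxic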;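 further: per-cell ratio of nuclear to cytoplasmic median beta-catenin stain intensity; plate controls were DMSO negative control for no effect and GSK-3 inhibitor IX positive control for full effect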
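assay system = human HeLa cells, endogenous beta-catenin | times = compound treatment 24 h, 37°C, 5% CO2 | detection = Anti-beta-catenin immunofluorescence on PFA-fixed, Triton-permeabilized cells, DAPI nuclei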
West Nile virus CPE: West Nile virus antiviral activity, cell-based, CPE readout (AID 1621); West Nile virus-infected cells, CPE inhibition; higher % means a stronger effect; one-dose CPE inhibition, % at 10 µM; IC50 in µM for titrated hits; actives 0.02% (n = 290,000); in the data active means a potency from the dose series; inconclusive means CPE inhibition mostly from about 3.7% at the one dose, without a potency; inactive means the rest, 99 in 100 with CPE inhibition below about 2.2%; further: strong numbers were not always called active
PhoP inhibition: PhoP-dependent GFP reporter repression – Salmonella Typhimurium, primary screen (AID 1863); actives 0.16% (n = 300,000); S. Typhimurium PhoP-regulated promoter GFP reporter, 4 h; higher % means a stronger effect; inhibition, % at 50 µM; hits with a dose series show IC50 in µM;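 active means inhibition over 29.93%, a cutoff 3 SD above the screen mean, later confirmed by dose response; inconclusive means inhibition over 29.93% but no dose response follow-up; inactive means inhibition at most 29.93% or unconfirmed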;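 further: 0% = low Mg2+ inducing control and 100% = high Mg2+ repressing control; strong numbers were not always called active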
WT yeast gro inh: growth inhibition of WT yeast, mitochondrial fusion screen; mitochondrial fusion phenotypic screen, WT strain; inhibition, % at 10 µM; actives 2.1% (n = 190,000); AID 1362; in the data active means inhibition above about 58%; tested in S. cerevisiae
WT yeast gro inh mutant strain: recorded beside WT yeast gro inh, whose call it bears; inhibition, %; mitochondrial fusion phenotypic screen, mutant strain inhibition
b-catenin transl cell count 5 µM: second read-out of b-catenin transl, no call of its own (marks repeat the call); cell count; measured here: cell count, cytotoxicity flag
T cell modulator vesicle-bound %: recorded beside T cell modulator, whose call it bears; double positive events, %; measured here: CD8+ vesicle-bound cell fraction;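 binding gate set so that unloaded-vesicle control wells show 10% double positive cells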
Myeloid diff MLP GFP+ MAC1+ %: recorded beside Myeloid diff MLP, whose call it bears; GFP+ MAC1+ double positive, %; measured here: differentiation confirmed by MAC1 staining
An asterisk follows results filed as active; i = inactive; ? = inconclusive; . = not tested or not shown.

SMILES	RSV antiviral HEp-2	T cell modulator	T cell modulator vesicle-bound %	Myeloid diff MLP	Myeloid diff MLP GFP+ MAC1+ %	SV40 large T antigen	MgcRacGAP inhibition	b-catenin transl	b-catenin transl cell count 5 µM	West Nile virus CPE	PhoP inhibition	WT yeast gro inh	WT yeast gro inh mutant strain
CCN(CC)S(=O)(=O)c1ccc(NC(=O)COC(=O)CN2C(=O)c3ccccc3C2=O)cc1	1.5%	i	14.9	i	0.8	8.6%	0.9%	-5.8	1198	0.0%	3.4%	-2.1	-7.9
Cc1ccc(N2C(=O)CC(N3CCc4ccccc43)C2=O)cc1Cl (centres undefined)	2.9%	i	37.5	i	0.9	5.7%	-0.2%	1.4	1097	0.7%	-1.0%	-0.4	5.5
CCC(CC)c1nnc(NC(=O)c2ccc(N3CCCC3=O)cc2)s1	1.9%	i	61.3	i	1.1	-1.0%	2.7%	-1.7	1426	0.1%	-5.6%	7.2	3.7
COc1ccccc1N1CCN(CC(O)COCc2cccs2)CC1 (centres undefined)	0.0%	i	62.7	i	0.6	10.8%	6.2%	0.6	955	0.0%	2.4%	-3.6	-6.4
O=C(Nc1nc2ccccc2[nH]1)C1CCN(S(=O)(=O)c2cccs2)CC1	0.2%	i	32.7	i	0.9	5.3%	3.4%	-2.2	1161	0.0%	25.1%	-5.6	-8.7
COc1ccc(N2CCN(C(=O)CCc3ccc(S(=O)(=O)NC(C)C)cc3)CC2)cc1	1.0%	i	9.0	i	4.3	11.6%	12.4%	-2.1	1235	-1.7%	3.1%	-24.9	-1.7
CCN(CC1CCCO1)C(=O)c1cc(COc2ccc(OC)cc2Cl)on1 (centres undefined)	3.2%	i	24.4	i	0.0	7.9%	-11.4%	.	.	-0.4%	-2.0%	.	.
CCCCSc1nc(C)cc(C)c1S(=O)(=O)c1ccccc1C	15.4%	i	52.6	i	1.8	29.1%	4.0%	.	.	-0.4%	-7.1%	10.2	33.6
Cc1ccccc1C(=O)NN1CCOCC1	1.5%	i	43.1	i	0.8	8.3%	8.2%	0.5	514	0.4%	10.1%	-3.8	-18.7
Cc1cc([N+](=O)[O-])nn1CC(=O)Nc1nccs1	0.7%	i	4.0	i	0.7	7.3%	6.8%	0.2	471	1.5%	-3.5%	-14.0	-3.8
COc1ccc(CCN2C(=O)CC(N3CCOCC3)C2=O)cc1OC (centres undefined)	5.7%	i	57.7	i	0.5	9.4%	9.2%	-1.6	560	0.2%	-5.3%	-4.4	-5.9
CC(=O)[C@@]1(O)CC[C@H]2[C@@H]3C[C@H](C)C4=CC(=O)C=C[C@]4(C)[C@@]3(F)[C@@H](O)C[C@@]21C	-2.8%	i	15.4	i	13.6	4.9%	2.8%	-8.6	440	0.3%	-1.5%	-5.9	-7.5
O=C(CNc1cc(S(=O)(=O)N2CCOCC2)ccc1N1CCCC1)NCc1ccco1	-0.9%	i	55.3	i	0.0	11.5%	11.6%	-3.3	1011	-0.9%	-2.8%	-1.7	2.9
CCc1ccc(/C=c2\s/c(=C\C(=O)C(C)(C)C)[nH]c2=O)cc1	13.5%	i	39.6	i	1.1	-1.5%	5.6%	7.2	1069	-0.1%	-6.6%	-1.0	13.6
Cc1ccccc1S(=O)(=O)N1[C@@H](c2ccccc2)C(C(=O)O)=CC[C@H]1c1ccc(Cl)cc1	15.9%	i	42.6	i	1.0	16.0%	6.2%	.	.	.	4.4%	.	.
CC(=O)c1ccc(NC(=O)c2cc(-c3cccs3)on2)cc1	0.0%	i	26.3	i	1.3	-0.7%	0.5%	.	.	-0.6%	1.6%	.	.
CSc1nc(C(C)C)ccc1CNC(=O)CC(C)c1ccccc1 (centres undefined)	6.0%	i	31.4	i	0.4	3.3%	21.2%	.	.	-1.5%	10.3%	.	.
Fc1ccccc1CN1CCCCCCC1	0.2%	i	29.7	i	1.6	8.0%	10.2%	2.9	946	-0.6%	2.9%	-6.8	9.4
Cc1nn(-c2ccccc2)c(N2CCCC2)c1/C=N/n1cnc2scc(-c3ccccc3)c2c1=O	1.6%	i	57.8	i	0.1	13.2%	9.3%	-4.5	1220	0.3%	10.1%	1.6	-15.4
CCCCn1c(N)c(N(CCC(C)C)C(=O)C2CCCN(C(=O)c3ccc(Cl)cc3)C2)c(=O)[nH]c1=O (centres undefined)	-2.9%	i	14.7	i	0.9	15.0%	6.0%	.	.	.	-4.6%	.	.
CCC(Sc1nnc(C)c(=O)[nH]1)C(=O)Nc1cccc2ccccc12 (centres undefined)	2.3%	i	36.6	i	0.7	14.9%	4.9%	.	.	0.7%	-2.0%	.	.
COCC1CCN(Cc2cn[nH]c2-c2cc(OC)c(OC)c(OC)c2)CC1	-1.7%	i	36.3	i	0.1	30.2%	8.4%	0.4	1548	0.0%	-6.7%	2.5	1.3
CC(=O)N1CCCc2cc(S(=O)(=O)N3CCCC(C(=O)Nc4cc(C)ccc4C)C3)ccc21 (centres undefined)	5.5%	i	11.5	i	2.8	27.8%	11.7%	.	.	-0.4%	-7.8%	.	.
C=CCN(C(=O)CNC(=O)c1cccs1)C(C(=O)NC(C)(C)C)c1ccccc1 (centres undefined)	-0.4%	i	21.4	i	0.5	3.9%	-6.0%	0.6	1450	-0.9%	-0.5%	-5.6	5.7
COc1ccccc1-n1c(SCC(=O)O)nc2c(sc(=S)n2-c2ccc(C)c(C)c2)c1=O	3.1%	i	49.4	i	0.9	12.2%	8.7%	.	.	0.4%	3.0%	.	.
Next structures:
SMILES	RSV antiviral HEp-2	T cell modulator	T cell modulator vesicle-bound %	Myeloid diff MLP	Myeloid diff MLP GFP+ MAC1+ %	SV40 large T antigen	MgcRacGAP inhibition	b-catenin transl	b-catenin transl cell count 5 µM	West Nile virus CPE	PhoP inhibition	WT yeast gro inh	WT yeast gro inh mutant strain
COc1cccc(NC(=O)NC2CCCc3ccccc32)c1 (centres undefined)	5.8%	i	58.5	i	0.5	9.2%	12.5%	3.7	996	-1.1%	-5.6%	3.4	5.2
COc1ccc(NC(=O)c2ccc(S(=O)(=O)N3CC(C)CC(C)C3)cc2)cc1S(N)(=O)=O (centres undefined)	0.8%	i	34.9	i	0.4	.	4.7%	.	.	.	.	.	.
COc1ccc(NC(=O)c2sc3nc(Cc4ccccc4)cc(C(F)(F)F)c3c2N)cc1OC	4.0%	i	29.9	i	0.6	17.8%	-4.2%	-1.4	1009	-0.5%	5.8%	-4.5	-15.5
Cc1ccccc1OC(=O)c1cccc(S(=O)(=O)N2CCN(C)CC2)c1	0.3%	i	17.8	i	0.7	.	2.7%	.	.	.	.	.	.
CCOC(=O)NNS(=O)(=O)c1cc(Br)ccc1Br	-1.4%	i	56.0	i	0.2	8.1%	1.6%	-1.4	1151	0.3%	3.8%	3.5	4.3
CCOC(=O)CCNC(=O)Nc1cc2nc(C)n(Cc3cccc(Cl)c3)c2nc1C	-0.5%	i	21.2	i	0.3	5.2%	7.5%	.	.	0.1%	3.1%	.	.
O=C(CNC(=O)c1ccc(Cl)cc1)c1ccc(Cl)cc1	6.9%	i	8.2	i	0.6	4.3%	8.5%	.	.	-0.1%	-3.3%	.	.
CC(C)(C)NC(=O)CN(C(=O)Cn1nnc(-c2ccccc2F)n1)c1cccc2c1CCCC2	12.1%	i	11.4	i	5.3	1.0%	-6.5%	.	.	-1.1%	0.1%	-1.3	12.2
COc1cc(NS(=O)(=O)c2ccc(NS(=O)(=O)c3ccc(NC(C)=O)cc3)cc2)nc(OC)n1	0.7%	i	40.8	i	0.3	25.4%	1.3%	.	.	0.9%	1.4%	.	.
CN(C)c1ccc(N=Nc2ccccc2C(=O)OCC(=O)N(C)c2ccccc2)cc1	0.2%	i	53.3	i	0.6	22.8%	2.2%	0.3	1129	1.0%	-0.5%	9.3	-5.6
Cc1nnc2n(-c3ccccc3)c(=O)c3c4c(sc3n12)COC(C)(C)C4	0.7%	i	29.9	i	0.2	4.2%	4.4%	-8.3	1006	0.0%	-2.2%	12.9	26.2
Cc1cccc(NC(=O)c2ccc3c(c2)CCN3S(C)(=O)=O)c1C	2.1%	i	21.3	i	0.3	2.0%	6.6%	.	.	-0.4%	-6.0%	.	.
C=CCOCCn1[nH]c2ccccc2c1=O	1.1%	i	34.2	i	0.6	9.9%	6.0%	.	.	.	.	.	.
CCOc1ccccc1-n1c(COc2ccccc2)nnc1SCC(N)=O	2.3%	i	11.3	i	6.9	2.5%	10.3%	-4.8	1251	-0.3%	0.8%	-17.4	-10.8
CCn1c(CNC(=O)c2cccs2)nnc1SCC(=O)Nc1cc(Cl)ccc1C	1.1%	i	36.7	i	0.9	21.0%	-1.2%	0.3	1407	0.0%	0.3%	12.2	-0.8
Cc1csc2c(N(C)CCO)ncnc12	3.2%	i	37.8	i	0.3	3.0%	10.4%	0.4	907	0.4%	-0.1%	.	.
CC1=C(C(N)=O)C(c2ccc(C)o2)C(C(N)=O)=C(C)N1	-0.2%	i	20.0	i	0.8	27.4%	2.6%	.	.	-0.1%	-5.5%	-3.9	16.3
COc1ccc(C(=O)Nc2ccccc2C(=O)Nc2cc(C)ccn2)cc1	-0.7%	i	47.4	i	0.6	7.3%	12.7%	.	.	-0.6%	2.2%	.	.
CCOc1ccccc1OCC(=O)Nc1cccc(S(=O)(=O)N2CCCCCC2)c1	?	i	23.5	i	0.9	6.0%	-6.6%	.	.	.	2.9%	.	.
N#CCSc1ccccc1NC(=O)COC(=O)CCN1C(=O)C2CC=CCC2C1=O (centres undefined)	-0.5%	i	32.9	i	0.4	.	1.4%	.	.	.	.	.	.
C=CCNC(=O)C1CCCN(S(C)(=O)=O)C1 (centres undefined)	1.6%	i	43.3	i	14.4	5.5%	-3.9%	2.2	1299	0.1%	-2.6%	-7.9	1.6
Fc1ccc(Nc2nc(-c3cccnc3)cs2)cc1	16.5%	i	45.0	i	0.3	6.0%	8.1%	1.1	1508	0.1%	-1.5%	6.9	-4.4
